KAT2A inh: GCN5L2 (KAT2A) acetyltransferase inhibition. Q92830. GCN5L2 HAT assay, ThioGlo1 CoA-SH fluorescence. Potency, µM (doses to about 58.9 µM), for inactives: at the highest dose activity change, negative = inhibition, usual class: inhibitors. hit rate 0.21% among 390,000. AID 504327
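Titration-based screen in which CoA formation is detected via maleimide probe ThioGlo1 (50uM) turning fluorescent on thiol reaction; substrates H3(1-25) 75uM and acetyl-CoA 70uM, GCN5L2 20nM, 20 min incubation at room temperature.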
TDP1 cell CPT: growth inhibition of DT40 Tdp1-/-;hTDP1 cells with camptothecin (screen for TDP1 inhibitors). chicken DT40 Tdp1-/-;hTDP1 cells + 20 nM CPT, ATP luminescence, 48 h. Potency, µM (doses to about 46.2 µM), for the others: top-dose activity change, negative = growth inhibition, actives largely listed as inhibitors. hit rate 12% among 420,000. AID 686979; further: nearly all actives have a fitted effect of over 55% in size
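Cell growth measured by CellTiter-Glo luminescence after a minimum 48 h, 37 C compound exposure with 20 nM CPT in Tdp1-knockout DT40 cells stably expressing hTDP1, seeded 400/well; qHTS titration format.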
FEN1 inh: inhibitors of human flap endonuclease 1 | Potency, µM (top dose mostly 114 µM), without a hit: at the top dose activity change, negative = inhibition, hits mostly inhibitors | Recombinant FEN1 flap cleavage, fluorescence, 15 min | hit rate 0.35% among 390,000; further: nearly all actives have a fitted effect of over 65% in size
Target sequence (P39748 whole entry, looked up): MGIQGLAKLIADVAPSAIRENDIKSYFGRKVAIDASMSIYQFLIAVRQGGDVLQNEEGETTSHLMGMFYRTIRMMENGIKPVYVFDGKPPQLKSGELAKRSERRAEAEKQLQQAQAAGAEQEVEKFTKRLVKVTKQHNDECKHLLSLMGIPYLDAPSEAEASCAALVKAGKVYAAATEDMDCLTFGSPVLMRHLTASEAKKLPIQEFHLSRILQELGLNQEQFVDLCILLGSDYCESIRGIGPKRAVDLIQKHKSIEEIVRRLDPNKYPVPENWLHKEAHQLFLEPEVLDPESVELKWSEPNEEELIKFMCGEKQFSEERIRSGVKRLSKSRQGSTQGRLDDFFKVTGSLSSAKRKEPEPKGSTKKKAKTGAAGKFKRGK
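Enzyme 10 nM, 15 min RT preincubation with compound; start with substrate 50 nM final; reads at 0 and 15 min; qHTS titration, four-parameter Hill fit.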
* = called active by the depositor; ? = inconclusive; / = no result given; & = joins results of further samples; [ ] = dose if it differs, or a comment. The call rests on the fitted dose curve; in most records, active means well fitted curve in the direction sought with a large enough effect; inconclusive means small, poorly fitted or top-dose-only effect, or another doubt; inactive means no such curve, though single readings can be large; an effect the other way counts as inactive or inconclusive. On the % scale 0 is the no-effect control and ±100 the full control effect; potency means the concentration at half of the fitted maximal effect.

SMILES	KAT2A inh	TDP1 cell CPT	FEN1 inh
O=C(Nc1ccccc1)Nc1ccc2c(c1)CCC2	-4%	-12%	-4%
CCN1CCN(Cc2nc3c(c(=O)[nH]c(=O)n3C)n2Cc2ccccc2Cl)CC1	-3%	-10%	6%
COc1cc(/C=C(/C#N)c2nc3ccccc3c(=O)[nH]2)ccc1O	-3%	-18%	-9%
CCN(CC)c1ccc(Nc2cc3n(c(=O)n2)CCc2cc(OC)c(OC)cc2-3)cc1	-26%	3%	-27%
CC12COC3(C(N)=O)CC1CCC32C (stereo not given)	1%	7%	-8%
Cc1ccc(C(=O)NCC(=O)N2CCCCCC2)cc1	-2%	-3%	-2%
O=C(COC(=O)Cc1ccc([N+](=O)[O-])cc1)NCc1ccc2c(c1)OCO2	-5%	3%	2%
Cc1ccccc1N(C)S(=O)(=O)c1ccc2[nH]cc(C(=O)NCC3CCCO3)c(=O)c2c1 (stereo not given)	-5%	?	-9%
O=C(CC1CCC1)Nc1cccc2c([N+](=O)[O-])cccc12	/	-6%	-7%
CCOC(=O)c1ccc(N2Cc3ccccc3C2=NC(=O)c2cccs2)cc1	-12%	18µM*	-8%
CC(Sc1nc(N2CCOCC2)nc(N2CCOCC2)n1)C(=O)Nc1ccccc1 (stereo not given)	-2%	?	1%
CN(C(=O)c1ccc2c(=O)n3c(nc2c1)CCCCC3)c1ccccc1F	-10%	-15%	18%
CCOc1ncccc1C(=O)OCC(=O)c1ccccc1Br	-6%	-17%	-3%
CSc1nsc(SC)c1C(=O)NCCNS(=O)(=O)c1ccc(C)cc1	?	0%	0%
Cc1ccc(C(=O)CCC(=O)N2CCC(C(N)=O)CC2)s1	0%	-1%	-7%
CCOC(=O)[C@@H]1[C@H]2COc3ccccc3[C@@H]2N2C(=O)N(c3ccccc3)C(=O)[C@@]12C	-2%	-10%	-10%
O=C(c1ccco1)N1CCN(S(=O)(=O)c2c(Cl)cccc2Cl)CC1	1%	-24%	9%
O=C(O)C[C@H]1c2ccccc2S(=O)(=O)N1c1ccccc1	/	?	-1%&0%
O=C(NC1(C(F)(F)F)C(=O)Nc2c1c(=O)[nH]c(=O)n2-c1ccccc1)c1ccccc1 (stereo not given)	0%	-14%	15%
COC(=O)c1sccc1NC(=O)c1ccccc1[N+](=O)[O-]	-6%	-15%	-5%
COc1ccc(/C=c2\[nH]c(=O)/c(=C/c3ccc(OC)cc3)[nH]c2=O)cc1	/	0%	10%
CCCCN(C(=O)c1ccc([N+](=O)[O-])o1)c1c(N)n(CCCC)c(=O)[nH]c1=O	0%	?	-3%
O=C(CCCc1c[nH]c2ccccc12)NCc1ccc2c(c1)OCO2	-9%	-5%	-13%
CN=c1scc(-c2ccccc2F)n1/N=C/c1ccc(O)c(O)c1O	?	13µM*	?
C[C@H](NC(=O)OC(C)(C)C)[C@@H](O)c1ccco1	/	1%	-2%
Further compounds follow:
SMILES	KAT2A inh	TDP1 cell CPT	FEN1 inh
CCOC(=O)N1CCN(S(=O)(=O)c2ccc(F)c(C(=O)Nc3ccc(C)c(Cl)c3)c2)CC1	-12%	16µM*	2%
C/C(=N\Nc1nc2ccccc2[nH]1)c1ccc(N2CCOCC2)cc1	-11%	?	0%
c1cc(-c2nnn(CCOCCn3nnc(-c4ccncc4)n3)n2)ccn1	-20%	1%	6%
Cc1ccc(C(=O)OCC(=O)Nc2sc3c(c2C#N)CCC3)cc1	9%	-6%	-2%
CCOC(=O)c1ccc2nc(CCC(=O)N[C@H](C(=O)OC)C(C)C)c(=O)n(CC)c2c1	-3%	1%	16%
COc1cccc(CNC(=O)c2ccc3nc(-c4ccc(F)cc4)c(-c4ccc(F)cc4)nc3c2)c1	-4%	21µM*	2%
C=CCNC(=O)/C(=C\c1ccc(Br)cc1)NC(=O)c1ccccc1OC	-1%	-2%	1%
COC(=O)N/N=C/c1ccc(-c2ccc(C)c(Cl)c2)o1	44%[activator]	2%	-8%
COc1ccc(C(=O)C(C)[n+]2ccc(-c3nnc4n3CCCCC4)cc2)cc1 (stereo not given)	0%	-6%	4%
CCOCCn1c(N2CCN(c3ccc(OC)cc3)CC2)nc2c1c(=O)n(C)c(=O)n2C	0%	?	-6%
O=C1c2ccccc2C(=O)c2c(/C=C/N3CCCCC3)ccnc21	/	6.5µM*	-24%
C[n+]1ccccc1COc1ccc(C(C)(C)C)cc1	2%	2.1µM*	-3%
COc1cc(-c2cc(C(=O)Nc3ccc(N4CCOCC4)cc3)c3ccccc3n2)cc(OC)c1OC	-5%	2.6µM*	-17%
COCc1cc(C)[nH]c(=O)c1C(=O)NC12CC3CC(CC(C3)C1)C2	-10%	-8%	3%
COC(=O)c1ccc(COC(=O)c2c(C)nn(Cc3ccccc3Cl)c2Cl)o1	-22%	-20%	-13%
COc1cc2[nH]c(C(=O)Nc3ccc4c(c3)OCCO4)cc2c(OC)c1OC	-9%	16µM*	4%
COc1ccc(NC(=O)Cc2c(C(=O)O)[nH]c3ccccc23)cc1OC	-5%	2%	-4%
CCOC(=O)C1CCCN(C(=S)Nc2ccc(S(=O)(=O)N3CCOCC3)cc2)C1 (stereo not given)	3%	?	6%
CCC(=O)Nc1cccc(NC(=S)NC(=O)c2ccc(Cl)cc2)c1	-12%	18µM*	3%
CN(C)S(=O)(=O)N1CCc2ccc(NC(=O)C3CCCO3)cc2C1 (stereo not given)	-25%	0%	-2%
CC(=O)c1cccc(-n2c(=O)c3c4c(sc3n(CC(=O)Nc3ccccc3F)c2=O)CN(C(C)=O)CC4)c1	2%	37%[activator]	2%
CCCSc1nnc(NC(=O)Nc2ccccc2)s1	13%	?	8%
Cc1ccc2[nH]c3c(=O)n(CC(=O)NCCc4ccc(Cl)cc4)ncc3c2c1	-7%&30%	-3%&1%	-1%&1%
CC(=O)C1=C(C)NC(=O)NC1c1cccc(O)c1 (stereo not given)	-1%	-1%	11%
COc1ccc(CCNC(=O)CCNS(=O)(=O)c2cccc3nsnc23)cc1OC	-18%	-2%	-3%
The list goes on.
SMILES	KAT2A inh	TDP1 cell CPT	FEN1 inh
COc1ccc(N2CCN(S(=O)(=O)c3cccs3)CC2)cc1	-30%	-9%	-4%
Cc1ccc(COc2ccsc2C(=O)O)cc1	-3%	-2%	5%
Cc1c(OC(C)C(=O)NCCN2CCOCC2)ccc2c3c(c(=O)oc12)CCCC3 (stereo not given)	-27%	-5%	-15%
CN(CC(=O)Nc1cccc(F)c1)C(=O)c1cc(S(=O)(=O)N(C)C)ccc1N1CCCC1	-2%	-23%	-2%
O=C(Nc1ccc2oc(=O)ccc2c1)c1ccc(-c2cccc([N+](=O)[O-])c2)o1	?	8.2µM*	?
CCOC(=O)C1C(c2ccc(O)c(O)c2)NC(=S)NC1(O)C(F)(F)F (stereo not given)	3%	-15%	14%
Cc1cccc(N2C(=O)C3C4C=CC(C5CC45)C3C2=O)n1 (stereo not given)	?	8%	9%
CCOC(=O)c1c(C(C#N)C#N)cc(C)nc1C	-9%	-18%	-1%
CCn1c(SCC(=O)Nc2nccs2)nnc1-c1ccccc1	-5%	2%	-3%
COC(=O)c1sc2nc(CN3CCN(c4cccc(C(F)(F)F)c4)CC3)[nH]c(=O)c2c1C	-13%	-12%	12%
CC(=O)c1cccc(CN2CCN(CC=C(C)C)C(CCO)C2)c1 (stereo not given)	1%	5%	-1%
COC(=O)c1sccc1S(=O)(=O)N1CCN(c2cccc(C)c2C)CC1	-15%	?	-20%
COc1cccc(NC(=O)c2csc3c2CCCCC3)c1	-17%	21µM*	-24%
O=C1NC2(CCSC2)C(=O)N1CC(=O)N(Cc1ccccc1)C1CCS(=O)(=O)C1 (stereo not given)	-1%	0%	3%
Cn1nnnc1Sc1ncnc2scc(-c3cccc(F)c3)c12	-1%	/	2%
COc1ccc(OCc2nnc(SCC(=O)Nc3ccccc3F)o2)cc1	-1%	5%	4%
O=C1/C(=C\c2ccc3ccccc3c2)CCCc2ccccc21	-8%	?	3%
Cc1sc(NC(=O)c2ccc(=O)n(C)n2)nc1-c1ccccc1	-5%	?	-1%
c1ccc(-c2ccnc3ncnn23)nc1	-5%	3%	19%
CC(C)(C)c1nc(CN2CCCCC2)cc(CN2CCCCC2)c1O	-6%	18µM*	2%
CN(C)C1=NC[C@H](Cc2ccccc2)N1CCC1CCCC1	-25%	21µM*	-5%
Cn1nnnc1SCC(=O)Nc1ncc(Cl)cc1Cl	1%	8%	9%
COC(=O)c1cc(C(=O)N2CCN(C(=O)c3ccco3)CC2)cc([N+](=O)[O-])c1	4%	0%	7%
Cc1ccc(-c2nc(Cn3c(SCc4ccc(F)cc4)nc4cccnc43)c(C)o2)cc1	-5%	0.73µM*	-22%
COC(=O)C(C)Sc1nc2c([nH]c3ccccc32)c(=O)n1-c1ccc(OC)cc1 (stereo not given)	-7%	?	2%
Continuation:
SMILES	KAT2A inh	TDP1 cell CPT	FEN1 inh
CC(C)Cc1nnc(NC(=O)CCC(=O)NC2CCCC2)s1	-2%	-24%	12%
O=C1CC(c2ccco2)CC(O)=C1C=NCCN1CCN(C(=S)Nc2ccccc2)CC1 (stereo not given)	2%	-12%	0%
COc1cc(OC)c(NC(=O)c2nn(C)c3c2COc2ccccc2-3)cc1Cl	-11%	7%	8%
NCCCCN	-4%&-11%	2%	/
CCc1ccc(/C=c2\s/c(=C\C(=O)C(C)(C)C)[nH]c2=O)cc1	-20%	?	1%
O=C(NCc1ccccc1)C(c1ccccc1)N(C(=O)c1csnn1)c1ccc(F)cc1 (stereo not given)	-5%	?	-4%
CN1CCN(NC(=O)CN2C(=O)/C(=C/c3c(Cl)cccc3Cl)SC2=S)CC1	-1%	10%	2%
COc1cccc(C(=O)Nc2ccc3nc(N4CCC(C)CC4)cc(C)c3c2)c1	-9%	12µM*	-15%
O=C(CSc1nnc(CNC(=O)c2c(F)cccc2Cl)o1)NCc1ccc2c(c1)OCO2	/	-13%	-4%
Cn1c(N2CCN(C(=O)NC34CC5CC(CC(C5)C3)C4)CC2)nc2ccccc21	0%	-16%	1%
C=CC[C@@H](CC(=O)N[C@@H](CO)Cc1ccccc1)C(=O)N[C@@H](COC(=O)[C@@H](CC=C)Cc1ccc(F)cc1)Cc1c[nH]c2ccccc12	-9%	16µM*	15%
Cc1c(C(=O)NCCN2C(=O)S/C(=C\c3cccnc3)C2=O)cccc1[N+](=O)[O-]	-2%	-12%	0%
CCCN1CCC(N2CCN(c3ccc([N+](=O)[O-])cc3)CC2)CC1	-6%	?	-6%

Among those listed so far, 11 contain a thiophene ring, fused or not.
SMILES	KAT2A inh	TDP1 cell CPT	FEN1 inh
CCOC(=O)c1ccc(N2Cc3ccccc3C2=NC(=O)c2cccs2)cc1	-12%	18µM*	-8%
Cc1ccc(C(=O)CCC(=O)N2CCC(C(N)=O)CC2)s1	0%	-1%	-7%
COC(=O)c1sccc1NC(=O)c1ccccc1[N+](=O)[O-]	-6%	-15%	-5%
Cc1ccc(C(=O)OCC(=O)Nc2sc3c(c2C#N)CCC3)cc1	9%	-6%	-2%
CC(=O)c1cccc(-n2c(=O)c3c4c(sc3n(CC(=O)Nc3ccccc3F)c2=O)CN(C(C)=O)CC4)c1	2%	37%[activator]	2%
COc1ccc(N2CCN(S(=O)(=O)c3cccs3)CC2)cc1	-30%	-9%	-4%
Cc1ccc(COc2ccsc2C(=O)O)cc1	-3%	-2%	5%
COC(=O)c1sc2nc(CN3CCN(c4cccc(C(F)(F)F)c4)CC3)[nH]c(=O)c2c1C	-13%	-12%	12%
COC(=O)c1sccc1S(=O)(=O)N1CCN(c2cccc(C)c2C)CC1	-15%	?	-20%
COc1cccc(NC(=O)c2csc3c2CCCCC3)c1	-17%	21µM*	-24%
Cn1nnnc1Sc1ncnc2scc(-c3cccc(F)c3)c12	-1%	/	2%

A portion of the library; rates above refer to the full screens.
